# EPAC2 antagonist: qHTS for Antagonist of cAMP-regulated guanine nucleotide exchange factor 2 (EPAC2): primary screen | 360,000 tested, 0.18% active | Potency, µM (top dose mostly 114 µM), inactives show at the top dose activity, negative = inhibition, usual class: inhibitors | EPAC2 GEF exchange of Rap1B-BODIPY-GDP, fluorescence | Rap guanine nucleotide exchange factor 4 (Homo sapiens), Q8WZA2; further: on the % scale 0 is the no-effect control and ±100 the full control effect; nearly all actives have a fitted effect of over 45% in size; many of its hits are not listed in these tables
# Target sequence (Q8WZA2 whole entry, looked up): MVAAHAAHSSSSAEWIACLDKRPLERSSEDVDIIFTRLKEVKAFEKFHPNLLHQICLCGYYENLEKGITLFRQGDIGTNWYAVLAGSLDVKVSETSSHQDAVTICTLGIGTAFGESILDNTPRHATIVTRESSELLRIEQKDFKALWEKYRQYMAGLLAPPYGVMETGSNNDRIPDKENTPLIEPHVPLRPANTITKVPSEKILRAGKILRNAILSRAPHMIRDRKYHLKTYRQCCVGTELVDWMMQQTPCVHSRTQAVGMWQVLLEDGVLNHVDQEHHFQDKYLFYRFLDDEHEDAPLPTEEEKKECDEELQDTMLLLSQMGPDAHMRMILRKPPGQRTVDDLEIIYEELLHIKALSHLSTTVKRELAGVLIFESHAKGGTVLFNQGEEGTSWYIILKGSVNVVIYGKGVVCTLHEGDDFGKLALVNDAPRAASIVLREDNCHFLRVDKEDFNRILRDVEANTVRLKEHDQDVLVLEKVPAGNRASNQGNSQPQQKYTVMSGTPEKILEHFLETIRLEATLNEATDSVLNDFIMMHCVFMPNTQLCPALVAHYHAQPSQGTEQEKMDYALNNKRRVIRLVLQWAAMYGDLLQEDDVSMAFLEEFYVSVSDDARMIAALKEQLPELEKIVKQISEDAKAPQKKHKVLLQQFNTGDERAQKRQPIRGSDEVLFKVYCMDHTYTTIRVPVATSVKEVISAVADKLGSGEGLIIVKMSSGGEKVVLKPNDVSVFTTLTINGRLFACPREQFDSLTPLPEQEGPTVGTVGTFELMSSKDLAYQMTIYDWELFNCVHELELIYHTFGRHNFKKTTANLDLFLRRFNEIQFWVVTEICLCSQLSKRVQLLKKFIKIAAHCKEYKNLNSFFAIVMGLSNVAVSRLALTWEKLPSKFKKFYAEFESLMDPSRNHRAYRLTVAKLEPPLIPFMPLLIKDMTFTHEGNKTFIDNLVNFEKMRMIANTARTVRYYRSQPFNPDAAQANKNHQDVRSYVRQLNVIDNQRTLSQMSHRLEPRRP
# A549 viability: Nrf2 qHTS screen for inhibitors: counterscreen for cytotoxicity; A549 ARE-Fluc cells, CellTiter-Fluor viability, 18-24 h; Potency, µM (highest dose often 46 µM), without a hit: at the highest dose activity change, negative = cytotoxicity, usual class: inhibitors; 390,000 tested, 0.16% active; AID 504648, 2011; further: on the % scale 0 is the no-effect control and ±100 the full control effect
#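 A549 ARE-Fluc cells in 5% FBS OPTI-MEM, 5000 cells/well, rested 2 h then exposed to compounds in concentration-response for 18-24 h at 37 °C. Viability by CellTiter-Fluor fluorescence (Ex 405/Em 525) after 30 min; luciferase luminescence (BugLite, 15 min, RT) read afterwards.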
# TGFb SMAD3 inh: qHTS for Inhibitors of TGF-b; HepG2 CAGA-GFP TGF-b/SMAD3 reporter, GFP fluorescence, 18 h; TGF-beta stimulated, 500 pg/mL final; Potency, µM (highest dose often 46.1 µM), for inactives: at the highest dose activity, negative = inhibition, actives largely listed as inhibitors; 410,000 tested, 1.2% active; AID 588855, 2011; further: on the % scale 0 is the no-effect control and ±100 the full control effect; nearly all actives have a fitted effect of over 65% in size
#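 Per well, imaged GFP fluorescence of HEPG2 CAGA-GFP cells gives the signal; cells get compound, then TGF-beta (500 pg/mL final), 18 h at 37 degrees C; %Activity versus -TGF-beta and +DMSO controls.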
# Nrf2 activator: qHTS of Nrf2 Activators; 410,000 tested, 0.31% active; AREc32 ARE-luciferase reporter (MCF7-derived line), luminescence, 24 h; Potency, µM (series often up to 46.1 µM), for inactives: at the top dose activation, actives largely listed as activators; further: % of control where 0% means no effect; nearly all actives have a fitted effect of over 65% in size
#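 Luciferase luminescence (Steady-Glo, 30 min at room temperature) served as the read-out of ARE activation in AREc32 cells treated with compounds for 24 hr at 37 deg C.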
# MCF10A rereplic: A quantitative high throughput screen for small molecules that induce DNA re-replication in MCF 10a normal breast cells; MCF 10A DNA re-replication, Hoechst nuclear intensity, 48 h; Potency, µM (top dose mostly 46.1 µM), without a hit: top-dose activity, positive = re-replication, actives largely listed as activators; 350,000 tested, 2.9% active; AID 624296, 2012; further: % of control where 0% means no effect; nearly all actives have a fitted effect of over 50% in size
# ATXN viability: Viability Counterscreen for Primary qHTS for Inhibitors of ATXN expression; AID 651635, 2014; 400,000 tested, 0.49% active; S2 cells (HEK-293 line with an ATXN2-luciferase reporter) viability, CellTiter-Fluor protease fluorescence, 24 h; Potency, µM (titrated, usually from 56.7 µM), hits mostly cytotoxic; further: nearly all actives have a fitted effect of over 40% in size
# Nrf2 inh: Nrf2 qHTS screen for inhibitors; AID 504444, 2011; Potency, µM (doses to about 46 µM), for inactives: top-dose activity change, negative = inhibition, actives largely listed as inhibitors; A549 ARE-Fluc reporter, luciferase luminescence, 18-24 h; 360,000 tested, 2.1% active; further: on the % scale 0 is the no-effect control and ±100 the full control effect; nearly all actives have a fitted effect of over 60% in size
#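 Cells were seeded and rested 2 h, then exposed to compounds for 18-24 h. CellTiter-Fluor was read first as a viability measure. BugLite was added 15 min before the final luminescent read of ARE-luciferase activity in A549 cells.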
# HepG2 tox: qHTS for Inhibitors of TGF-b: Cytotox Counterscreen; 410,000 tested, 0.76% active; HepG2 CAGA-GFP viability, ATP luminescence, 18 h; AID 588856, 2011; Potency, µM (series often up to 46.1 µM), without a hit: at the top dose activity change, negative = cytotoxicity, most hits filed as cytotoxic; further: some results filed as inactive show a strong effect at the top dose
#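 HepG2 CAGA-GFP cells (1000/well, DMEM with 1% FBS) received compound, then TGF-beta at 500 pg/mL final, and were incubated 18 hours at 37 degrees C. Viability was read by CellTiter-Glo luminescence. Media-only wells were set as complete cell-killing and DMSO as no toxicity.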
# ATXN2 expr inh: Primary qHTS for Inhibitors of ATXN expression; HEK-293 ATXN2-luciferase reporter, luminescence, 24 h; Potency, µM (series often up to 57 µM), for the others: at the highest dose activity change, negative = inhibition, most hits filed as inhibitors; 360,000 tested, 0.72% active; AID 1745845, 2022; further: on the % scale 0 is the no-effect control and ±100 the full control effect; nearly all actives have a fitted effect of over 55% in size
#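 ATXN2-luciferase reporter cells (luciferase flanked by upstream and downstream ATXN2 gene portions) were treated 24 h at 37 °C with compounds at up to 57 uM. SteadyGlo luminescence gave expression; GF-AFC fluorescence gave viability.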
# An asterisk follows results filed as active; i = inactive; ? = inconclusive; · = no result given; [ ] = another dose, or the depositor's remark. The call rests on the fitted dose curve; in most records, active means well fitted curve in the direction sought with a large enough effect; inconclusive means small, poorly fitted or top-dose-only effect, or another doubt; inactive means no such curve, though single readings can be large; an effect the other way counts as inactive or inconclusive. Potency means the concentration at half of the fitted maximal effect. A portion of the library (hit frequency here may not be typical).
smiles	EPAC2 antagonist	A549 viability	TGFb SMAD3 inh	Nrf2 activator	MCF10A rereplic	ATXN viability	Nrf2 inh	HepG2 tox	ATXN2 expr inh
Clc1nssc1=Nc1ccc(Br)cc1	6%	-14%	?	7.2%	?	?	?	-31%	-30%
COc1c(C)cccc1C(=O)Nc1ccc(CN2CCCCC2)cc1	-1%	-7%	3%	0.1%	0%	·	?	1%	·
CCN(CC)C(=O)Cn1c(=O)cc(C)c2c(C)nn(-c3ccc(C)cc3)c21	·	-3%	-4%	0.4%	·	i	-1%	-8%	2%
COc1ccc(NC(=O)CC2C(=O)N(c3ccc(Cl)cc3)C(=S)N2CCc2ccccn2)cc1 (configuration not stated)	-13%	-16%	?	?	?	i	?	-21%	-5%
Cn1ccnc1SCC(=O)NCC(=O)Nc1ccc(F)c(F)c1F	9%	-4%	3%	-0.3%	4%	i	0%	-14%	-2%
COc1ccc(O)c(/C=N/NC(=O)c2cc(=O)[nH]c3ccccc23)c1	-6%	8%	?	-1.6%	?	?	2%	-12%	·
CC(C)(C)NC(=O)C(c1ccco1)N(C(=O)c1ccc(CN2CCOCC2)o1)c1ccccc1 (configuration not stated)	29%	7%	4%	-0.1%	-6%	i	6%	12%	-6%
CCCCOc1ccccc1C(=O)Nc1nonc1-c1ccccc1	·	4%	?	-1.6%	·	·	-16%	-25%	·
Cc1scc(C(=O)N/N=C/c2ccc(OCC(C)C)cc2)c1C	6%	-9%	0%	-0.2%	16%	i	-29%	-2%	0%
CCO[C@@H]1OC(C(=O)N2CCN(Cc3ccccc3)CC2)=C[C@H](c2ccc(C(F)(F)F)cc2)[C@H]1CCCO	-27%	-8%	13µM*	0.8%	-35%[inhibitor]	?	-23%	-33%	0%
CCCCCn1c2c(c(=N)c3ccccc31)CCC2	10%	-5%	?	0.2%	-34%[inhibitor]	i	2.6µM*	-51%	?
O=S(=O)(c1cccc(-c2n[nH]c(=S)n2-c2cccc(C(F)(F)F)c2)c1)N1CCOCC1	-5%	-3%	-3%	-0.6%	1%	i	-21%	-1%	-9%
COc1ccc(C(=O)NCC(c2ccco2)N2CCc3ccccc3C2)cc1 (configuration not stated)	-4%	-4%	6%	0.2%	-1%	i	1%	2%	3%
COc1cccc(N2CCN(C(=O)c3cccc(-n4c(C)nc5cccnc54)c3)CC2)c1	·	0%	?	0.3%	·	·	-15%	-4%	·
O=C(CN1CCN(CC(=O)Nc2ccccc2F)CC1)Nc1cccc(F)c1	1%	-5%	29%	0.2%	3%	?	-6%	-5%	-22%
COc1ccc(CCNC(=O)CCn2c(=O)c3ccccc3n(CC(=O)Nc3ccccc3F)c2=O)cc1OC	·	-12%	-20%	-1.3%	·	i	11%	-12%	-10%
O=C(CN1C(=O)COc2ccc(S(=O)(=O)N3CCCC3)cc21)N1CCN(c2ccccc2)CC1	·	-6%	-7%	2.2%	·	·	17%	-8%	·
Cc1cc(NC(=NC2CC2)c2ccccc2)n(-c2ccccc2)n1	-8%	2%	2%	0.4%	-6%	i	-6%	12%	-21%
COc1ccc(Br)cc1CNCC1CCCO1 (configuration not stated)	9%	-6%	?	0.4%	0%	i	5%	-17%	6%
CCOc1ccc(C(=S)N2CCN(C)CC2)cc1	5%	-3%	-10%	0.2%	-2%	i	27%	10%	6%[11.3 µM]
O=C(NCc1cccnc1)c1ccc(Br)s1	-4%	-7%	10%	-0.2%	-2%	i	24%	12%	6%
OC(COCC(F)(F)C(F)(F)C(F)(F)C(F)F)Cn1c2ccc(Cl)cc2c2cc(Cl)ccc21 (configuration not stated)	-1%	?	10µM*	-2.4%	18%	?	?	-117%	?
O=C(CSc1nc2c([nH]c3ccccc32)c(=O)n1-c1ccccc1F)Nc1ccccc1C(F)(F)F	·	-28%	?	0.9%	·	·	·	-19%	·
Cc1cc(C(=O)Nc2ccc(C#N)cc2)on1	2%	-6%	2%	-0.4%	0%	i	-8%	-1%	·
Cn1c2ccccc2c2c(C(=O)O)cn(C3CCCC3)c(=O)c21	-3%	-5%	?	-1.0%	-3%	i	-15%	-21%	-20%
CSc1nc(C)cc(Oc2ccc(=O)n(C)n2)n1	2%	3%	6%	18%	-181%[0.0737 µM]	i	4%	-3%	4%
COc1ccc(C(=O)N2CCN(c3ccccc3OC)CC2)cc1	6%	6%	-23%	0.1%	?	i	9%	-15%	-17%
COc1cccc(-c2ccc(SCC(=O)NC3CCCC3)nn2)c1	5%	-5%	-3%	0.1%	-2%	i	-16%	1%	16%
Cc1c(C(Nc2ccccn2)c2ccccc2)c(=O)n(-c2ccccc2)n1C (configuration not stated)	7%	1%	4%	0.2%	4%	i	·	0%	-6%
CCOc1ccc(NC(=O)CN(C)C(=O)c2c(C)nn(-c3ccccc3)c2Cl)cc1OCC	3%	-3%	-13%	-0.3%	1%	i	-21%	-17%	0%
Cc1cc(C(=O)COC(=O)Cc2ccc(Cl)cc2)c(C)n1C	-12%	0%	10%	-0.6%	11%	i	0%	-4%	-5%
COc1ccc(N(CC(=O)NCCSc2ccccn2)S(=O)(=O)c2ccccc2)c(OC)c1	-4%	0%	-11%	0.0%	-12%	i	4%	-3%	9%
CCOC(=O)C1CC(CN2C(=O)c3ccccc3C2=O)OC1=O (configuration not stated)	11%	0%	0%	0.3%	-1%	i	7%	-14%	6%
Nc1ncc(-c2ccccc2)c(-c2ccc(O)cc2O)n1	-6%	1%	?	1.4%	?	i	20%	-56%	-30%
CCCCNC(=O)C1COc2ccccc2O1 (configuration not stated)	-6%	-3%	0%	3.3%	-3%	i	-14%	-8%	1%
Cc1noc(C)c1NC(=O)Nc1cccc2c1O[C@H](CN(C)S(=O)(=O)c1cn(C)cn1)[C@@H](C)CN([C@H](C)CO)C2=O	14%	6%	-7%	-0.6%	-1%	i	2%	1%	5%
CC(C)(C)C(=O)N1CCN(c2ncnc3scc(-c4ccccc4)c23)CC1	-8%	2%	0%	0.1%	8%	i	?	-10%	-16%
CCCCC(=O)Nc1nnc(SCc2cc(=O)n3cc(C)ccc3n2)s1	·	-1%	-2%	0.0%	·	·	·	8%	·
CC1CC(C)CN(S(=O)(=O)c2ccc(F)c(C(=O)NC3CCCCC3C)c2)C1 (configuration not stated)	-13%	·	-1%	-0.3%	·	i	·	-16%	·
CCOc1ccc(-n2c(=O)c3c4c(sc3n(CC(=O)Nc3cccc(C(F)(F)F)c3)c2=O)CCCCC4)cc1	·	-4%	-13%	-0.8%	·	i	18%	3%	4%

# Reformatted as labelled records: part of the list above.
CC(C)(C)C(=O)N1CCN(c2ncnc3scc(-c4ccccc4)c23)CC1
  EPAC2 antagonist: -8%
  A549 viability: 2%
  TGFb SMAD3 inh: 0%
  Nrf2 activator: 0.1%
  MCF10A rereplic: 8%
  ATXN viability: i
  Nrf2 inh: ?
  HepG2 tox: -10%
  ATXN2 expr inh: -16%
O=C(NCc1cccnc1)c1ccc(Br)s1
  EPAC2 antagonist: -4%
  A549 viability: -7%
  TGFb SMAD3 inh: 10%
  Nrf2 activator: -0.2%
  MCF10A rereplic: -2%
  ATXN viability: i
  Nrf2 inh: 24%
  HepG2 tox: 12%
  ATXN2 expr inh: 6%
CCCCNC(=O)C1COc2ccccc2O1 (configuration not stated)
  EPAC2 antagonist: -6%
  A549 viability: -3%
  TGFb SMAD3 inh: 0%
  Nrf2 activator: 3.3%
  MCF10A rereplic: -3%
  ATXN viability: i
  Nrf2 inh: -14%
  HepG2 tox: -8%
  ATXN2 expr inh: 1%
CC1CC(C)CN(S(=O)(=O)c2ccc(F)c(C(=O)NC3CCCCC3C)c2)C1 (configuration not stated)
  EPAC2 antagonist: -13%
  A549 viability: ·
  TGFb SMAD3 inh: -1%
  Nrf2 activator: -0.3%
  MCF10A rereplic: ·
  ATXN viability: i
  Nrf2 inh: ·
  HepG2 tox: -16%
  ATXN2 expr inh: ·

# Next part
# Each structure is followed by: EPAC2 antagonist, A549 viability, TGFb SMAD3 inh, Nrf2 activator, MCF10A rereplic, ATXN viability, Nrf2 inh, HepG2 tox, ATXN2 expr inh
CCc1nc(CN2CCCC(C(=O)c3ccc4c5c(cccc35)CC4)C2)c(C)[nH]1 (configuration not stated)
  2%, -6%, ?, 5.6%, ?, i, -19%, -43%, -33%
CC1CCN(C(=O)Cn2c(-c3cccs3)cc3cc(Cl)ccc32)CC1
  ·, -17%, ?, 15%, ·, i, ?, -21%, -11%
COc1ccc(N(CC(=O)NC2CCCC2)C(=O)Cn2nnc(-c3ccc(C)cc3)n2)cc1
  1%, 5%, -6%, 0.1%, 1%, i, ·, -18%, -1%
CC(=O)c1ccc(Oc2ncnc3sccc23)cc1
  0%, 1%, 14%, 7.1%, -6%, i, ?, -3%, 16%
CCCCN1C(Nc2ccccc2)=NC[C@@H]1Cc1ccccc1
  8%, -4%, -1%, 3.7%, 33%, i, 4%, -1%, -19%
CCOc1ccccc1N(C(=O)c1snc(C(N)=O)c1N)C(C(=O)NC1CCCC1)c1ccco1 (configuration not stated)
  -3%, ?, 1%, 3.7%, 15%, ?, 0%, -15%, -10%
Cc1ccccc1NC(=O)c1ccc2c(c1)C(=O)N(CC(C)C)C2=O
  1%, 1%, -7%, 0.0%, 7%, i, 11%, -14%, 2%
O=C(COC(=O)C1CCC1)NCc1ccc(Cl)cc1Cl
  2%, 3%, -3%, 0.3%, 1%, i, 20%, -2%, -1%

# Screening data (PubChem BioAssay)
